Assay outcomes from PubChem.
TIM10 inh – inhibits growth of TIM10 yeast strain | S. cerevisiae TIM10 strain growth, BacTiter-Glo luminescence, 24 h | inhibition, % at 10 µM | actives 1.4% (n = 330,000) | AID 463195;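 active = inhibition of 40% or more at the single tested concentration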;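 also: wild-type TIM10 isogenic control strain grown at permissive 25 °C; 0% = DMSO yeast wells and 100% = minimal medium wells without yeast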
Mdm2 MdmX PPI – disrupts the human Mdm2-MdmX interaction; actives 3% (n = 330,000); SaOS-2 split-luciferase Mdm2/MdmX complementation, luminescence; inhibition, % at 8 µM; O15151+Q00987;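 active = inhibition of at least 50% at 8 µM in the primary screen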
Target sequence (O15151 whole entry, looked up): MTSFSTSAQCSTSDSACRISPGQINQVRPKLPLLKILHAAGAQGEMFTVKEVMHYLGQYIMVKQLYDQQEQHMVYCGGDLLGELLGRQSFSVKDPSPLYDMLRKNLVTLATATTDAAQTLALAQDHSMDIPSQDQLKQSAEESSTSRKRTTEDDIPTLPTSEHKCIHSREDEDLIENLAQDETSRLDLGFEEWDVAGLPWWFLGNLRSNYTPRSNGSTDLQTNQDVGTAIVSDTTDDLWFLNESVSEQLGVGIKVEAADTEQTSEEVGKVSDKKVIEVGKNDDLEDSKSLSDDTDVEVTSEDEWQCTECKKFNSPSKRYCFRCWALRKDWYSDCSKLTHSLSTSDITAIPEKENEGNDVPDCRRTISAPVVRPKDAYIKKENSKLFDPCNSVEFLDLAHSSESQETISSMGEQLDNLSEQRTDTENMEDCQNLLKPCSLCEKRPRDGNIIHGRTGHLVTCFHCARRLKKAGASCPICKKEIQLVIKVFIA
Target sequence (Q00987 whole entry, looked up): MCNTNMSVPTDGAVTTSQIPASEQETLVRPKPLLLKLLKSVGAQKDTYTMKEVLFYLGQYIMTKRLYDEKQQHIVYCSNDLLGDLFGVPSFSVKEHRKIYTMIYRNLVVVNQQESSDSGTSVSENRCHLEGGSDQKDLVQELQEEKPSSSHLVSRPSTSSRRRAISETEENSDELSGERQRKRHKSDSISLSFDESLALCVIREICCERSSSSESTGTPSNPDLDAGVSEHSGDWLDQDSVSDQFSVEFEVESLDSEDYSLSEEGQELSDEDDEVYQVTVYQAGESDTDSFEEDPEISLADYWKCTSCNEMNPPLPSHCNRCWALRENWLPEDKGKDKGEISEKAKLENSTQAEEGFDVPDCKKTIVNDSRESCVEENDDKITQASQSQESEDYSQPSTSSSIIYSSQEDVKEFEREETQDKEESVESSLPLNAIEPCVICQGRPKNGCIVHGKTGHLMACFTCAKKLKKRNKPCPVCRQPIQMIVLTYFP
UPR XBP1 act – activators of adaptive arm of unfolded protein response (XBP1) | actives 0.33% (n = 330,000) | activation, % at 20 µM | CHO-XBP1 luciferase reporter, IRE1-XBP1 UPR activation, luminescence; percent of tunicamycin response, DMSO as zero | AID 463104;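 active = versus positive control, 20 µM dose yields 30% or more activation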;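 also: 100% = tunicamycin at 10 µg/mL and 0% = DMSO only wells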
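Material: CHO-XBP1 cells stably carrying IRE1-XBP1-driven luciferase reporter / Amount: 1000 cells per well / Compound: 20 µM, 1% DMSO / Times: 6 h treatment, 37 °C / Detection: luciferase luminescence / Measure: % activation of reporter signal versus tunicamycin and DMSO controls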
tim10-1 inh – inhibits growth of tim10-1 mutant yeast | S. cerevisiae tim10-1 ts strain growth, BacTiter-Glo, 24 h | inhibition, % at 20 µM | actives 2.2% (n = 330,000) | AID 463190;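 active = inhibition of at least 40%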;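 also: mutant grown at 25 °C; 0% = DMSO wells with yeast and 100% = wells holding no yeast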
tim23-1 inh – inhibits growth of tim23-1 mutant yeast; S. cerevisiae tim23-1 growth, BacTiter-Glo luminescence, 24 h; inhibition, % at 20 µM; actives 1.3% (n = 330,000);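 active = growth inhibition of the mutant yeast at or above 50%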;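 also: temperature-sensitive mutant grown at 25 °C; plate controls were DMSO-treated mutant yeast for no effect and medium wells lacking yeast for full effect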
Jurkat NFkB inh – inhibitors of the PMA/ionomycin-induced NF-kB reporter in Jurkat cells; inhibition, % at 4 µM; AID 435003; PMA/ionomycin-induced NF-kB luciferase reporter, luminescence; actives 0.53% (n = 330,000); in the data active = inhibition above about 50%
UPR CHOP act – apoptotic UPR (CHOP) activation; CHO-CHOP luciferase reporter, luminescence; percent of tunicamycin response over DMSO baseline; activation, % at 10 µM; actives 0.34% (n = 330,000);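 active = at 10 µM dose, activation of 40% or more, normalized to positive control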;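 also: 100% = tunicamycin at 10 µg/mL and 0% = DMSO alone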
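Test system: CHO-CHOP cells, stable luciferase reporter of PERK-eIF2a-CHOP signalling | Quantity: 500 CHO-CHOP cells per well | Buffer or medium: F12 plus 10% serum | Compound dosing: 10 µM single point, 0.5% DMSO | Schedule: 6 h compound treatment, 37 °C | Signal: Luciferase luminescence | Control set: Tunicamycin high control, DMSO low control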
697 NFkB inh – inhibitors of the PMA/ionomycin-induced NF-kB reporter in 697 B cells | 697 B-cell NF-kB luciferase reporter, 16 h | actives 0.33% (n = 330,000) | inhibition, % at 4 µM; in the data active = inhibition above about 35%
An asterisk follows results filed as active.

The opening 2 records (preview)
SMILES	TIM10 inh	Mdm2 MdmX PPI	UPR XBP1 act	tim10-1 inh	tim23-1 inh	Jurkat NFkB inh	UPR CHOP act	697 NFkB inh
CCCn1c(SCC(=O)N2CCN(S(=O)(=O)c3ccc(Cl)cc3)CC2)n[nH]c1=O	2.0	-6.9	-1.7	5.9	57.9*	-4.9	-1.7	-14.1
COCC(C)NS(=O)(=O)c1ccc(OC)cc1 (stereo unspecified)	1.1	-10.5	-1.0	11.1	8.0	-2.2	0.2	27.0

Results, previewed entries included:
SMILES	TIM10 inh	Mdm2 MdmX PPI	UPR XBP1 act	tim10-1 inh	tim23-1 inh	Jurkat NFkB inh	UPR CHOP act	697 NFkB inh
CCCn1c(SCC(=O)N2CCN(S(=O)(=O)c3ccc(Cl)cc3)CC2)n[nH]c1=O	2.0	-6.9	-1.7	5.9	57.9*	-4.9	-1.7	-14.1
COCC(C)NS(=O)(=O)c1ccc(OC)cc1 (stereo unspecified)	1.1	-10.5	-1.0	11.1	8.0	-2.2	0.2	27.0
CC(=O)Nc1ccc(S(=O)(=O)Nc2ccc3ccccc3n2)cc1	5.5	27.5	-6.6	9.7	12.5	3.1	0.9	-17.3
CCn1c(CNc2cccc(Cl)c2)nnc1SCc1ccccc1	40.6*	2.6	-2.0	39.4	44.1	11.9	-0.7	-20.4
CCN1C(=O)/C(=C\N(C)C)S/C1=N\S(=O)(=O)c1ccc(C)cc1	-15.9	13.8	-3.4	20.6	-3.1	10.0	-1.5	7.4
COc1ccccc1C(=O)NC(C)c1nc2ccccc2[nH]1 (stereo unspecified)	19.3	-2.7	0.3	9.9	7.7	-1.0	-0.8	-16.8
CS(=O)(=O)c1ccc(Cl)c(NC(=O)c2ccc3ccccc3c2)c1	13.0	-5.5	-0.3	3.2	-5.9	-5.9	1.9	10.3
O=C(Oc1ccc(/C=N/NC(=O)c2ccccn2)cc1)c1cccc(Br)c1	1.8	-11.4	-2.2	5.5	10.9	-40.1	2.4	-47.0
CCN(C[C@H]1N[C@@](C)(C(=O)OC)[C@H]2C(=O)N(C)C(=O)[C@@H]12)S(=O)(=O)c1ccc(C)cc1	0.0	0.8	-0.6	-5.2	9.1	-4.1	0.5	10.9
Cc1cccc(-n2ncc3c(NCc4cccs4)ncnc32)c1	-5.7	-67.4	5.8	-0.3	27.6	-57.8	0.7	-119.2
O=C(COC(=O)c1ccco1)NC1CCCC1	-7.2	19.0	-0.5	-0.3	6.0	-8.7	-0.3	10.3
CCOc1ccc(NC(=O)c2sc3nc4n(c(=O)c3c2C)CCC4)cc1	2.5	13.7	0.2	13.4	9.0	1.6	1.7	-7.4
CCCC(C(=O)NC1=NCCS1)c1ccccc1 (stereo unspecified)	12.4	13.1	-1.4	12.3	12.5	-13.8	-0.4	5.5
Cc1cc(C)c(S(=O)(=O)N2CCOC2CNC(=O)C(=O)NCCN2CCOCC2)c(C)c1 (stereo unspecified)	3.0	12.9	-4.8	-2.8	-6.4	-9.5	0.6	-18.3
COc1ccc(CCNC2=NCCS2)cc1OC	8.1	-13.5	3.0	15.0	7.0	1.1	-1.4	5.4

Compound profiles (already shown). Screens in order: TIM10 inh | Mdm2 MdmX PPI | UPR XBP1 act | tim10-1 inh | tim23-1 inh | Jurkat NFkB inh | UPR CHOP act | 697 NFkB inh
`O=C(Oc1ccc(/C=N/NC(=O)c2ccccn2)cc1)c1cccc(Br)c1` across the screens: 1.8 | -11.4 | -2.2 | 5.5 | 10.9 | -40.1 | 2.4 | -47.0
`CS(=O)(=O)c1ccc(Cl)c(NC(=O)c2ccc3ccccc3c2)c1` across the screens: 13.0 | -5.5 | -0.3 | 3.2 | -5.9 | -5.9 | 1.9 | 10.3
`O=C(COC(=O)c1ccco1)NC1CCCC1` across the screens: -7.2 | 19.0 | -0.5 | -0.3 | 6.0 | -8.7 | -0.3 | 10.3
`COc1ccccc1C(=O)NC(C)c1nc2ccccc2[nH]1` (stereo unspecified) across the screens: 19.3 | -2.7 | 0.3 | 9.9 | 7.7 | -1.0 | -0.8 | -16.8
`CCn1c(CNc2cccc(Cl)c2)nnc1SCc1ccccc1` across the screens: 40.6* | 2.6 | -2.0 | 39.4 | 44.1 | 11.9 | -0.7 | -20.4

Going on with the list:
SMILES	TIM10 inh	Mdm2 MdmX PPI	UPR XBP1 act	tim10-1 inh	tim23-1 inh	Jurkat NFkB inh	UPR CHOP act	697 NFkB inh
Fc1ccc(C[n+]2csc3ccccc32)cc1	18.3	-35.9	3.2	22.5	26.3	-22.0	4.1	-4.6
CN(CC(=O)Nc1ccc(OC(F)(F)F)cc1)C(=O)Cc1c(Cl)cccc1Cl	-1.2	-3.1	0.3	-16.1	29.5	-7.1	1.2	1.0
CCOc1cc(/C=C2\CN(C)C/C(=C\c3ccc(O)c(OCC)c3)C2=O)ccc1O	30.6	100.3*	-3.5	57.7*	52.0*	33.3	43.8*	-57.0
CN(CCO)c1nc(N)c2c(N)nc3c(c2c1C#N)CC(=O)N3C1CCCC1	1.3	-12.0	6.8	13.5	12.6	15.8	-2.4	-29.7
CCOc1ccc(/C=C/C(O)=C2/C(=O)NC3(C)CC2c2ccccc2O3)cc1OC (stereo unspecified)	8.9	83.1*	41.1*	8.5	10.2	63.8*	46.2*	-8.0
COc1ccc(N=C2SC(CC(=O)Nc3cccc(Cl)c3)C(=O)N2Cc2ccco2)cc1 (stereo unspecified)	28.0	41.0	-2.9	36.7	27.4	-6.6	-1.1	13.8
c1ccc(-n2nnnc2SCc2cccc(CSc3nnnn3-c3ccccc3)n2)cc1	18.9	12.6	-7.0	13.0	25.0	7.3	-0.2	7.6
CN(C)C(=O)COC(=O)c1ccccc1Sc1ccccc1C#N	-1.9	-2.9	1.1	28.4	18.4	8.0	4.7	-21.5
OCC[C@@H]1C[C@@H](O)[C@H](O)[C@]2(Cc3ccccc3CO2)O1	-15.7	20.7	0.4	-19.2	-5.7	0.5	1.3	26.0
Cc1ccc(C(C(=O)NC2CCCC2)N(C(=O)CNC(=O)c2cccs2)c2cccnc2)o1 (stereo unspecified)	-0.3	-7.1	2.0	2.5	4.4	-3.2	-2.1	16.3
Cn1c(=O)[nH]c(=O)c2c1nc(N1CCN(Cc3ccccc3)CC1)n2CCSc1ncccn1	-6.1	3.0	0.6	14.1	21.1	-10.1	1.6	-40.4
COc1cc(C(=O)Nc2ccc(NC(=O)c3ccccc3)nc2)cc(OC)c1OC	3.6	14.5	-5.3	18.3	19.6	-13.2	0.8	-2.4
O=C(O)CC(NC(=O)C12CC3CC(CC(C3)C1)C2)c1ccc(Cl)cc1 (stereo unspecified)	-13.3	16.1	0.8	16.2	9.7	-21.2	-1.0	-2.9
Cn1c(=O)c2[nH]c(-c3ccc(S(=O)(=O)O)cc3)nc2n(C)c1=O	0.5	22.4	-6.9	-13.7	-7.8	4.8	-1.2	23.9
CC(C)CC(OC(=O)c1cccs1)C(=O)NCc1cccs1 (stereo unspecified)	1.1	5.3	-1.2	16.1	5.0	0.7	0.1	-16.8
COc1cccc(N2CCN(C3CC(=O)N(c4cccc(Cl)c4)C3=O)CC2)c1 (stereo unspecified)	24.1	-19.6	-0.6	31.1	33.3	9.4	-0.7	8.3
Cc1ccc(NC(=O)c2sc3ccccc3c2Cl)nc1	12.5	-58.5	-8.1	13.3	12.5	-56.3	-2.7	-310.7
COCC(=O)Nc1cc(C)cn(Cc2ccc(F)cc2)c1=O	-9.0	2.6	-0.5	-15.9	-9.8	0.8	2.0	-10.2
Cc1ccc(C(C)(C)C)cc1S(=O)(=O)Nc1ncnc2sccc12	14.9	5.2	-0.2	10.5	14.5	-24.6	-1.4	0.4
O=[N+]([O-])c1ccc(C(=S)N2CCC(Cc3ccccc3)CC2)cc1	23.8	25.8	-3.1	24.3	26.8	18.2	-1.7	13.9
COc1ccc(Nc2nnc(C)c3ccccc23)cc1	3.1	5.0	-1.1	-9.0	-10.3	-6.7	2.5	0.2
O=C(N=Nc1c(O)[nH]c2ccccc12)c1ccc2c(c1)OCO2	16.4	-67.4	-2.8	15.5	3.3	-73.8	-1.2	-68.5
CNC(C)c1ccc(S(N)(=O)=O)cc1 (stereo unspecified)	-8.1	-12.7	-0.6	11.0	8.8	-5.2	-0.1	-7.3
OCCN(Cc1ccccc1)Cc1nc(CC2CC2)no1	-34.6	-29.5	0.4	6.9	3.5	-2.5	0.6	26.2
COc1ccccc1NS(=O)(=O)c1cccc(C(=O)NCc2ccccn2)c1	7.2	10.9	-3.5	-1.1	1.8	4.1	0.8	-19.1
N#Cc1ccc(C(=O)Nc2nc(-c3cccs3)c(C(=O)C(F)(F)F)s2)cc1	9.9	83.2*	-1.4	6.8	6.8	8.1	-0.9	11.3
COc1ccccc1N1CCN(C(=O)C(C)N(c2ccc(C)c(C)c2)S(C)(=O)=O)CC1 (stereo unspecified)	10.0	14.9	-1.8	25.5	19.5	-4.2	-1.2	3.1
Cc1cc(/C=C\c2ccccc2)nc2ccccc12	52.8*	-159.2	5.5	4.8	20.6	-76.6	3.5	-85.1
Cn1c(=O)oc2cc(S(=O)(=O)N3CCN(c4ccccc4)CC3)ccc21	-9.0	13.2	4.5	-3.5	0.3	13.4	1.2	-13.6
CN(C)S(=O)(=O)c1ccc(Cl)c(NC(=O)COC(=O)c2ccc(O)cc2)c1	16.2	-3.6	-2.3	7.4	14.6	1.1	-0.2	11.1
Cc1c(-c2ccccc2)c(=O)oc2cc(O)ccc12	-4.8	21.2	1.5	11.1	29.8	0.4	-1.5	5.1
CC(=O)N1c2ccc(S(=O)(=O)N3CCC(C(=O)NCc4ccc(F)cc4)CC3)cc2CC1C (stereo unspecified)	-1.7	6.6	-2.4	17.3	12.6	-1.6	1.7	3.2
CC1Cc2ccccc2N1C(=O)CNCCCN(C)C (stereo unspecified)	0.1	-21.5	-2.1	-7.8	-6.4	1.9	-2.2	18.1
CCCSC1=C(C#N)C(c2cc(OC)ccc2OC)CC(=O)N1 (stereo unspecified)	-13.1	14.5	-2.4	0.7	8.3	10.0	0.6	10.4
C/C(CC(=O)Nc1ccccn1)=N\NC(=O)C(=O)Nc1cccc(Cl)c1C	8.6	6.1	1.3	9.3	1.5	1.9	1.6	20.7
C=C(C)[C@@H]1CC[C@]2(C(=O)O)CC[C@]3(C)[C@H](CC[C@@H]4[C@@]5(C)CC[C@H](O)C(C)(C)[C@@H]5CC[C@]43C)[C@@H]12	-6.4	55.0*	12.1	-1.6	8.9	0.2	1.3	-45.2
O=C(C1CC12CCCC2)N1CCC(CO)(Cc2ccccc2Cl)CC1 (stereo unspecified)	10.0	13.8	-0.4	25.1	11.1	-15.4	-1.1	-17.6
CN(CC(=O)Nc1cccc(S(=O)(=O)NC2=NCCCCC2)c1)Cc1ccc(C(C)(C)C)cc1	14.3	-4.3	-1.0	-39.0	36.9	-5.5	-3.7	10.4
CC(C)(C)c1ccc(/C=C/C(=O)N2CCOCC2)cc1	4.4	-38.1	2.2	30.7	19.2	-85.7	4.1	-85.6
COc1ccc(CCN(C)C(=O)c2c(C)nn(-c3ccccc3)c2C)cc1OC	-8.6	-10.0	-2.1	-3.2	37.2	11.6	1.0	-1.8
FC(F)Oc1ccc(-n2cc(-c3ccc(Cl)cc3)[n+]3c2CCCCC3)cc1	-6.1	-5.2	-2.9	-26.0	21.4	-2.6	-0.6	-10.7
Cc1nc2nc(-c3ccccc3)[nH]n2c(=O)c1Cc1ccccc1	-15.4	22.3	-3.6	-24.4	0.4	-0.6	2.0	-25.7
CCC(O)CC(C(=O)NNc1ccccc1)C(=O)NNc1ccccc1 (stereo unspecified)	-118.9	14.0	-1.6	-43.9	-7.6	17.3	0.7	21.8
COc1cc(OC)cc(-c2n[nH]c(=S)n2-c2ccc3c(c2)OCCO3)c1	-23.8	-36.8	-0.6	16.6	-16.3	-9.9	1.8	-30.0
O=C(N/N=C/c1ccc(Cl)cc1Cl)c1ccc2nc[nH]c2c1	-4.7	1.8	3.3	16.0	8.0	10.5	4.0	18.5
NNC(=O)c1n[nH]c2c1CC(C1CCCCC1)CC2 (stereo unspecified)	15.6	32.8	-1.3	34.1	47.7	-2.8	-0.4	-6.9
